Source: PubChem BioAssay (several laboratories)
Calb biofilm kill = kills Candida albicans biofilms; C. albicans biofilm + clotrimazole, Alamar Blue; inhibition, % at 6 µM; 85,000 tested, 0.14% active;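 active means inhibition above 20%; inactive means inhibition below 20%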;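 further: preformed 24 hr biofilms exposed to compound for 48 hr; 0% = biofilm without compound and 100% = blank killed by clotrimazole plus chlorhexidine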
DAT uptake mod = modulates human dopamine transporter uptake under cocaine. Q01959. LLC-PK1 hDAT cells, [14C]-dopamine uptake with cocaine IC80; actives deviate in either direction. B-score at 10 µM. 110,000 tested, 1.3% active. AID 449768;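 active means Z score or B-score, a plate-position-corrected score, falls beyond the plate's 99.7% confidence bounds, in either direction; inactive means both scores lie inside the 99.7% bounds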;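 further: scored against the spread of the other compound wells on the same plate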
Target sequence (Q01959 whole entry, looked up): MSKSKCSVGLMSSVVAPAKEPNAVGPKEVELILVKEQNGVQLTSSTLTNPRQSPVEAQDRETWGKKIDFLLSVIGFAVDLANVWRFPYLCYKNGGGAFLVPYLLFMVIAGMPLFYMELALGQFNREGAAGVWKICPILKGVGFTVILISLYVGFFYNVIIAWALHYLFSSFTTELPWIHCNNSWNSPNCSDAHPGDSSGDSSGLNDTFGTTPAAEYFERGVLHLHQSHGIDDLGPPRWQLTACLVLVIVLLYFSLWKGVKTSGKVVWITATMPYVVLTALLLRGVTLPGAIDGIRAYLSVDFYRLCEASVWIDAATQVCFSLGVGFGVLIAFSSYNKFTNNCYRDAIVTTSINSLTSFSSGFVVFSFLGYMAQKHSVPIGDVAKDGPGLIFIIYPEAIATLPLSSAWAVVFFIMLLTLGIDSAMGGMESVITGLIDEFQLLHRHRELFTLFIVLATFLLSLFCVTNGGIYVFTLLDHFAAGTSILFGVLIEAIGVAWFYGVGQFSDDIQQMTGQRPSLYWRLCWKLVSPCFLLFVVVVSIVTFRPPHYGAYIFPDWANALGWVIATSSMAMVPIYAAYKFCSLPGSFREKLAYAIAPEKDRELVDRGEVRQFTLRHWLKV
HUVEC tox TNFa = toxic to HUVEC cells under TNF alpha stimulation | HUVEC TNFalpha-stimulated, Hoechst cell count, imaging | cell count reduction, % at 2 µM | 93,000 tested, 0.17% active | AID 848;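 active means cell count reduction exceeding the screen mean by over 5 SD, scaled to untreated wells per plate, cut at about 78% in these data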;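 further: cells counted after 24 h of TNF alpha exposure following the 1 h pretreatment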
CYP2C9 activ = CYP2C9 (human) activation. recombinant CYP2C9, luciferin-H conversion, luminescence; stronger effect = higher value; factor 1 = untreated enzyme, 0 = blocked. activation factor at 5 µM. AID 1024. 96,000 tested, 1.4% active;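 active means activation factor of 2 or more for CYP2C9 at a 5 µM dose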;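 further: 0 = sulfaphenazole-blocked wells and 1 = vehicle-only wells; values of inactives mirror those of a sister screen read the other way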
CYP2C19 activ = activators of human cytochrome P450 2C19; recombinant CYP2C19, luciferin-H EGE luminescence; stronger effect = higher value; 0 = fully inhibited enzyme, 1 = untreated enzyme; activation factor at 5 µM; 96,000 tested, under 10 active; AID 1025;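 active means activation factor of at least 2 at 5 µM in the primary screen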;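 further: 0 = wells with 2.5 mM tranylcypromine and 1 = vehicle-only wells; values of inactives mirror those of a sister screen read the other way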
Target sequence (P33261 whole entry, looked up): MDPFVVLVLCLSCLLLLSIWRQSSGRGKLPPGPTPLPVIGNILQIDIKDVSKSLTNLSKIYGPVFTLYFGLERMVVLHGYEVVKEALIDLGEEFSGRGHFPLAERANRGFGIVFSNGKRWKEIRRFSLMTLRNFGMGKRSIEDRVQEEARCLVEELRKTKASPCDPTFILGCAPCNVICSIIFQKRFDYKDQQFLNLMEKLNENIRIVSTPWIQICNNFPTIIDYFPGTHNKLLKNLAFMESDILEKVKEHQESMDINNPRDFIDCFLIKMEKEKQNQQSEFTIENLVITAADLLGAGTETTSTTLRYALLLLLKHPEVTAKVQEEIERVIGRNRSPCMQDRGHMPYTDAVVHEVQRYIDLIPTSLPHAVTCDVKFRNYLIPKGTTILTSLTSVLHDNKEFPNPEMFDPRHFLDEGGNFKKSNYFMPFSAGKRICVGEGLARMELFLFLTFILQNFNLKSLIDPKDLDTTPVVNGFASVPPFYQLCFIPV
VCAM1 TNFa inh = reduces TNF alpha induced VCAM1 expression in HUVEC; HUVEC TNFa-induced VCAM-1 immunofluorescence, high-content imaging; inhibition, % at 2 µM; 95,000 tested, 0.48% active; AID 802;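 active means inhibition above the batch mean plus 3 SD, with images confirmed as a hit by eye, cut at about 37% in these data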;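 further: 0% = TNF-stimulated DMSO wells and 100% = unstimulated control wells; not every result past the cut was called active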
CYP2C9 inh = inhibitors of human CYP2C9; P11712; CYP2C9 Supersomes, luciferin-H conversion, luminescence; inhibition, % at 5 µM; 96,000 tested, 20% active; AID 777;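 active means blocking of liver enzyme CYP2C9 beyond about 50% at 5 µM, limit read from the data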; further: values of inactives mirror those of a sister screen read the other way
CYP2C19 inhib = inhibitors of human CYP2C19 | P33261 | CYP2C19 Supersomes, luciferin-H EGE luminescence, 30 min | inhibition, % at 5 µM | 96,000 tested, 21% active;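 active means CYP2C19 inhibition above a set limit at 5 µM in the primary screen, cut at about 50% in these data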;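 further: plate controls were negative control wells for no effect and 2.5 mM tranylcypromine positive control for full effect; values of inactives mirror those of a sister screen read the other way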
HUVEC tox IL1B = toxic to HUVEC cells under IL-1B stimulation; HUVEC cell count loss, Hoechst imaging, IL-1B stimulated; cell count reduction, % at 2 µM; 94,000 tested, 0.41% active; AID 845;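 active means cell count reduction more than 3 SD above the screen-wide mean, cut at about 70% in these data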;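 further: normalized per plate to untreated control cells as the no-loss baseline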
* hit, by the source's call; x = no result given.

SMILES | Calb biofilm kill | DAT uptake mod | HUVEC tox TNFa | CYP2C9 activ | CYP2C19 activ | VCAM1 TNFa inh | CYP2C9 inh | CYP2C19 inhib | HUVEC tox IL1B
Cn1nc(-c2ccc(Cl)cc2)c2cc(C(=O)N3CCN(c4ccccn4)CC3)sc21 | 4 | 1.8 | -57 | 0.4 | 0.7 | 20 | 56* | 32 | -5
CCN(CC)C(=O)c1ccc2c(c1)N(Cc1ccccc1)C(=O)CS2=O (stereo unspecified) | 4 | -0.11 | x | 0.6 | 0.8 | x | 41 | 16 | x
Cc1cc2c(cc1C)/C(=C\C(N)=O)NC(C)(C)C2 | 3 | 0.35 | x | 1 | 1.1 | x | 0 | -14 | x
COc1cc2c(cc1OC)/C(=C/C#N)NC(C)(C)C2 | -4 | 0.66 | -24 | 0.8 | 0.9 | -16 | 20 | 8 | 5
COc1ccc(CCNS(=O)(=O)c2ccc3c(c2)OCCO3)cc1OC | 3 | 0.68 | -12 | 0.5 | 0.2 | -10 | 46 | 84* | -7
COC(=O)c1c(N)c2ccccc2[nH]c1=O | 5 | 0.36 | x | 1.2 | 1.1 | x | -20 | -6 | x
O=S(=O)(c1cc(Cl)ccc1Cl)n1nnc2ccccc21 | -2 | 0.32 | -29 | 1.1 | 1 | -18 | -11 | -3 | 8
COc1ccc2nc(SCc3nc(N)nc(Nc4ccccc4)n3)[nH]c2c1 | 5 | 3.2 | -19 | 0 | 0.2 | 12 | 98* | 81* | -3
O=C(NCCCN1CCOCC1)c1cc(-c2ccc(Br)cc2)on1 | 3 | 0.28 | -15 | 1 | 1.1 | -3 | -1 | -11 | -15
N#Cc1c(N)n(CCNC(=O)c2cccs2)c2nc3ccccc3nc12 | 7 | 0.48 | x | 0.8 | 0.1 | x | 16 | 87* | x
O=C(c1cccs1)N(Cc1ccccn1)Cc1ccco1 | x | -0.25 | -8 | 0.6 | 0.5 | 10 | 44 | 54* | 9
O=c1[nH]cnc2c([N+](=O)[O-])cccc12 | x | -1.3 | -26 | 1.1 | 1.1 | 18 | -12 | -13 | 3
Cc1nc(CNS(=O)(=O)c2cc(C)c(C)cc2C)cs1 | 3 | -0.01 | 5 | 1.6 | 0.1 | 8 | -62 | 87* | -2
CCCCNS(=O)(=O)c1ccc(OC)c2ncccc12 | 4 | 0.031 | -2 | 1.2 | 0.8 | -25 | -23 | 20 | -45
Cc1ccc(/C=C/C(=O)O)cc1S(=O)(=O)NCCCC(=O)O | x | 0.019 | -13 | 1.1 | 0.8 | -24 | -7 | 18 | 4

Reformatted with two lines to a compound: entries from further up
The line under a structure holds: Calb biofilm kill | DAT uptake mod | HUVEC tox TNFa | CYP2C9 activ | CYP2C19 activ | VCAM1 TNFa inh | CYP2C9 inh | CYP2C19 inhib | HUVEC tox IL1B
> O=S(=O)(c1cc(Cl)ccc1Cl)n1nnc2ccccc21
    -2 | 0.32 | -29 | 1.1 | 1 | -18 | -11 | -3 | 8
> COC(=O)c1c(N)c2ccccc2[nH]c1=O
    5 | 0.36 | x | 1.2 | 1.1 | x | -20 | -6 | x

Reformatted in CSV form: entries from further up.
compound,Calb biofilm kill,DAT uptake mod,HUVEC tox TNFa,CYP2C9 activ,CYP2C19 activ,VCAM1 TNFa inh,CYP2C9 inh,CYP2C19 inhib,HUVEC tox IL1B
COc1cc2c(cc1OC)/C(=C/C#N)NC(C)(C)C2,-4,0.66,-24,0.8,0.9,-16,20,8,5
COc1ccc(CCNS(=O)(=O)c2ccc3c(c2)OCCO3)cc1OC,3,0.68,-12,0.5,0.2,-10,46,84*,-7
COC(=O)c1c(N)c2ccccc2[nH]c1=O,5,0.36,x,1.2,1.1,x,-20,-6,x

Carrying on:
SMILES | Calb biofilm kill | DAT uptake mod | HUVEC tox TNFa | CYP2C9 activ | CYP2C19 activ | VCAM1 TNFa inh | CYP2C9 inh | CYP2C19 inhib | HUVEC tox IL1B
O=C(O)CC(=O)Nc1ccccc1 | 5 | 0.35 | -1 | 1 | 1 | -12 | -4 | 0 | -18
Cc1ccnc(N2CCN(c3cc(C)c(C#N)c4nc5ccccc5n34)CC2)c1 | 0 | -0.16 | -8 | x | x | 2 | x | x | -11
CCCCn1c(Oc2ccc(C(=O)OC)cc2)nc2c1c(=O)n(C)c(=O)n2C | 4 | 1.1 | x | 0.6 | 0.7 | x | 42 | 30 | x
c1ccc(OCc2nn3c(Cn4cnc5ccccc54)nnc3s2)cc1 | 9 | 0.19 | -8 | 0.9 | 0.8 | 4 | 10 | 22 | 28
CCN(CC)S(=O)(=O)c1ccc(-c2nnc(SCC(=O)N3CCc4ccccc43)o2)cc1 | 8 | 0.16 | x | 0.3 | 0.8 | x | 66* | 17 | x
CC1CC(C)CN(CC(C)(C)NS(=O)(=O)c2ccccc2)C1 (stereo unspecified) | 8 | -0.51 | -4 | 0.5 | 0.2 | -9 | 48 | 79* | -15
COc1ccc2c(Cl)c(C(=O)NCCCn3ccnc3)sc2c1 | 3 | 1.2 | 12 | 0.1 | 0 | -10 | 91* | 98* | -1
CCN(CC)C(=O)C(=O)c1cccn1-c1cccc(-n2cccc2C(=O)C(=O)N(CC)CC)c1C#N | 5 | -0.34 | -17 | 0.7 | 0.6 | -17 | 32 | 36 | 0
COCCOc1cnn(-c2cc(Oc3ccc(C)cc3)ncn2)c(=O)c1Cl | x | 0.9 | -8 | 0.7 | 0.8 | -20 | 28 | 23 | -9
CCOC(=O)c1c(NC(=O)CCC(=O)N2CCOCC2)sc2c1CC(C)(C)OC2 | 9 | x | 18 | 1.2 | 0.7 | 14 | -19 | 27 | 17
N#Cc1ccc(C(=O)Nc2ccc(N3CCN(C(=O)c4ccco4)CC3)cc2)c(F)c1 | 6 | 0.028 | 17 | 0.8 | 0.9 | 6 | 20 | 12 | -13
O=C1COc2ccc(C(=O)CSc3nnnn3-c3ccccc3)cc2N1 | 2 | 0.051 | 1 | 0.9 | 0.7 | -7 | 14 | 28 | -14
Cc1cc(C(=O)CSc2n[nH]c(N)n2)c(C)n1-c1cccc(F)c1 | 6 | 0.62 | -18 | 0.5 | 0.1 | 1 | 52* | 90* | -2
CCc1nnc(NC(=O)CSc2nnc(COc3ccc(C)cc3)n2-c2ccccc2)s1 | 9 | 0.76 | -33 | 0.9 | 1.2 | 20 | 9 | -16 | -10
CC1(C)CC(=O)C(C=Nc2ccncc2)=C(O)C1 | 9 | -0.62 | -15 | x | x | -8 | x | x | 5
COc1ccc(NC(=O)c2cccc(Cn3cc(Br)cn3)c2)cn1 | -1 | 1.1 | -26 | 0.2 | 0.3 | -4 | 78* | 71* | -26
COc1ccccc1NC(=O)NCc1ccc2c(c1)OCO2 | -1 | -0.074 | 12 | 1.1 | 0.5 | -22 | -6 | 54* | -1
N#CC1=C(N)NC(SCc2ccccc2)=C(C#N)C12CCCCC2 | 5 | x | -17 | 0 | 0 | -2 | 100* | 100* | 5
Cc1c(C(N)=O)c(N)c(C(=O)c2ccccc2)n1-c1ccccc1 | 6 | -0.51 | 16 | 0.9 | 0.7 | 4 | 12 | 26 | -9
COc1ccc2cc(C#N)c(SCC(=O)N3CCCC3)nc2c1 | 5 | -0.55 | -15 | 0.6 | 0.8 | 2 | 42 | 17 | -8
CC(OC(=O)c1cccc(NS(C)(=O)=O)c1)C(=O)Nc1ccc(N2CCOCC2)cc1 (stereo unspecified) | 5 | -0.8 | -28 | 1.1 | 1 | 15 | -11 | -3 | -5
O=C(c1cnn(-c2nc3ccccc3s2)c1)c1ccccc1O | x | 1.3 | -12 | 0.9 | 1 | 6 | 5 | -1 | -27
COC(=O)C1=C(C)N(c2ccc(C(=O)OC)cc2)C(=O)C1 | 3 | 0.27 | 4 | 0.8 | 0.8 | 18 | 18 | 20 | 0
CC(=O)N1CCN(CCN=CC2=C(O)CC(C)(C)CC2=O)CC1 | 4 | -0.37 | -5 | 1 | 1.2 | -10 | 4 | -18 | 18
CC(C)CC(=O)Nc1ccc(Nc2ccccc2)cc1 | 8 | 0.83 | -32 | x | x | 26 | x | x | -2
Cc1cccc(C)c1NC(=O)CCN1C(=O)C2C3CCC(C3)C2C1=O (stereo unspecified) | x | 0.38 | -3 | 0.9 | 0.9 | -5 | 12 | 7 | -38
CCn1c2ccccc2c2cc(NC(=O)COC(=O)Cc3cn4ccsc4n3)ccc21 | 3 | -0.27 | -11 | 1.8 | 0.1 | 14 | -78 | 90* | 11
OCc1nc2ccccc2n1CC(O)Cn1ccc2ccccc21 (stereo unspecified) | 10 | 0.7 | -19 | 0.2 | 0.1 | 18 | 84* | 90* | -22
O=C(Nc1cccc(C(F)(F)F)c1)c1ccc2nc(N3C(=O)CCC3=O)sc2c1 | x | 1.1 | -31 | 1.1 | 0.9 | -23 | -9 | 12 | -18
Cc1occc1C(=O)NNC(=O)C(c1ccccc1)c1ccccc1 | x | -1.2 | 3 | 0.6 | 0.8 | 17 | 41 | 20 | -52
COc1ccc(CC(=O)Nc2ccc(S(=O)(=O)Nc3cc(C)on3)cc2)cc1 | -1 | -0.34 | -6 | 1 | 1 | -6 | 5 | 2 | -2
c1ccc2c(c1)Cn1nc(Cc3nc4c(s3)CCCC4)nc1-2 | 4 | 1.5 | -9 | 0.7 | 0.5 | -12 | 34 | 48 | -8
Oc1ccc(Br)cc1-c1nc2cnccn2c1NC1CCCCC1 | 4 | 0.45 | -8 | 0.1 | 0.2 | 11 | 91* | 77* | x
Cc1cc(C)nc(NC2=NCC(=O)N2c2ccccc2Br)n1 | -2 | -0.26 | -16 | x | x | 14 | x | x | 21
CSc1nc2c(c(C(F)(F)F)n1)CC(C)CC2 (stereo unspecified) | 6 | -0.3 | -2 | 1.1 | 1 | 16 | -6 | -1 | -16
Cn1c(NC(=O)c2ccc(Cl)cc2Cl)cc(=O)n(C)c1=O | 4 | 0.33 | 10 | 0.8 | 0.5 | 20 | 25 | 48 | 6
O=c1oc2ccccc2cc1-c1nnc(NCc2ccco2)s1 | 0 | -0.72 | -40 | 1.2 | 0.9 | -14 | -17 | 5 | 1
CCCCn1nnnc1SCC(=O)c1ccc(C)c(C)c1 | -1 | -0.8 | -27 | 0.6 | 0.1 | 4 | 41 | 90* | -18
O=C(O)CSCc1ccc(Cl)cc1 | 1 | 1.2 | -40 | 0.9 | 1 | 5 | 9 | 0 | 3
Cc1nn2c(NCC(C)C)c3c(nc2c1-c1ccccc1)CCC3 | 4 | -0.082 | -10 | 0.8 | 0.9 | -7 | 17 | 6 | -30
Cc1cccc(OCCOCCN2CCOCC2)c1C | -3 | -0.092 | -26 | 1 | 0.7 | -8 | 1 | 30 | -20
COc1ccc(NC(=O)C2C(=O)NC3(C)CC2c2ccccc2O3)cc1 (stereo unspecified) | 7 | -0.12 | 15 | 0.8 | 0.9 | -11 | 19 | 13 | 8
O=C(Cn1c(-c2cscn2)nc2ccccc21)Nc1ccccc1F | 3 | 0.58 | -6 | 0.9 | 0.5 | -1 | 11 | 45 | 13
COC(=O)c1ccc(NC(=O)CSc2nc3ccccc3c(=O)[nH]2)cc1 | -5 | 0.09 | 10 | 0.5 | 0.6 | -1 | 47 | 37 | 16
COc1ccc(C2=Nn3c(nnc3-c3ccccc3)SC2)cc1OC | 6 | 0.0067 | -10 | 0.7 | 0.3 | 14 | 30 | 72* | -17
Cc1nnc(SCC(=O)NCc2ccccc2)[nH]c1=O | 2 | -1.1 | -29 | 0.8 | 0.9 | -15 | 22 | 11 | -11
Cc1nn(Cc2ccccc2)c(C)c1C(=O)OCC(=O)c1cc(C)n(C2CC2)c1C | 9 | 1.4 | -16 | 1.4 | 0.7 | -15 | -41 | 26 | -16
